HKDC1 inh: blocks human hexokinase HKDC1 activity; Q2TB90; recombinant HKDC1, G6PDH/diaphorase resazurin coupled fluorescence; inhibition, % at 20 µM; hit rate 0.16% among 340,000; AID 493160;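 active = inhibition above about 35% when tested at 20 µM, limit read from the data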;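 also: plate controls were DMSO wells with enzyme for no effect and DMSO wells lacking enzyme for full effect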
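Material: recombinant HKDC1 hexokinase; Amount: HKDC1 at 5 µg/mL; Medium: Tris pH 8.0 buffer with MgCl2, Tween-20, BSA, BME; Schedule: 90 min reaction incubation at room temperature, dark; Technique: coupled resazurin fluorescence, excitation 525 nm, emission 613 nm.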
SENP6 block: blocks the human protease SENP6; Recombinant SENP6 catalytic domain, aminoluciferin luminescence; Q9GZR1; inhibition, % at 10 µM; hit rate 1.8% among 330,000;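 active = inhibition above about 50% at the single tested dose, limit read from the data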;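 also: plate controls were DMSO wells with enzyme for no effect and DMSO wells lacking enzyme for full effect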
ATG4B inhibitor: blocks human ATG4B protease cleavage of LC3 substrate | AID 504462 | Q9Y4P1 | ATG4B cleavage of LC3-PLA2, NBD-HPC fluorescence, 1 h | inhibition, % at 8.33 µM | hit rate 0.51% among 340,000; in the data active = inhibition above about 40%
Target sequence (Q9Y4P1 whole entry, looked up): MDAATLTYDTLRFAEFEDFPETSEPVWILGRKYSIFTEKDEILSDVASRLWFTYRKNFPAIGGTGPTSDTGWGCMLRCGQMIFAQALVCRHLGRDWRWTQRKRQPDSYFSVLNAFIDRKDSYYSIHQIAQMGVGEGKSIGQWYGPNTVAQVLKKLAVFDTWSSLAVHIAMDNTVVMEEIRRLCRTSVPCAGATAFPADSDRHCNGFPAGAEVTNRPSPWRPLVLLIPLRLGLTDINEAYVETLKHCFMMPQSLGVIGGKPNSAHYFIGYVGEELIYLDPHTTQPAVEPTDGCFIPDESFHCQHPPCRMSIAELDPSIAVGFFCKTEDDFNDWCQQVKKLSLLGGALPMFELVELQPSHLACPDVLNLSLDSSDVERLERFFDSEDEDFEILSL
PfG6PD inh: PfG6PD (Plasmodium falciparum) enzyme inhibition; PfGluPho enzyme, NADPH resazurin-diaphorase fluorescence; inhibition, % at 20 µM; hit rate 0.78% among 350,000; AID 504690;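 active = inhibition reaching at least a set limit at 20 µM in the primary screen, cut at about 59% in these data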;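 also: 0% = DMSO wells with substrate and 100% = DMSO wells lacking glucose-6-phosphate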
MPTP block: inhibitors of mitochondrial permeability transition pore | inhibition, % at 10 µM | isolated mouse mitochondria, Ca2+ swelling absorbance, 30 min | hit rate 1.4% among 360,000;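 active = inhibition of 50% or more, scaled per plate between neutral and stimulator controls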;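 also: 0% = DMSO wells given calcium and 100% = 1 mM EGTA wells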
SENP7 block: inhibitors of human SENP7 protease | Q9BQF6 | recombinant SENP7, Z-RLRGG-aminoluciferin luminescence, 40 min | inhibition, % at 5 µM | hit rate 1.5% among 330,000 | AID 434973;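 active = inhibition above about 50% at the single test dose, limit read from the data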;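 also: plate controls were DMSO with enzyme for no effect and no enzyme buffer wells for full effect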
Target sequence (Q9BQF6 706-1050 limits assumed): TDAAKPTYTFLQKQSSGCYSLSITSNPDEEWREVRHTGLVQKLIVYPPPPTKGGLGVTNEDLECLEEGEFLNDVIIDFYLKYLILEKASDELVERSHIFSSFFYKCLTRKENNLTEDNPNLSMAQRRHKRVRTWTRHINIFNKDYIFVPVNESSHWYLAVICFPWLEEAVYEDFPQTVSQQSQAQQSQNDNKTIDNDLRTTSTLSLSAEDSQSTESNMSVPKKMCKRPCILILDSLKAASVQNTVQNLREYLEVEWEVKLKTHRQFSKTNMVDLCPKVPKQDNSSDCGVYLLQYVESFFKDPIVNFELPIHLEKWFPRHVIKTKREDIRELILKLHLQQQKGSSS
SENP8 block: inhibitors of human SENP8 protease; Q96LD8; recombinant SENP8, Nedd8 substrate fluorescence; inhibition, % at 20 µM; hit rate 0.64% among 360,000; in the data active = inhibition mostly above about 40%, no sharp cut-off; inactive = mostly below about 27%
Target sequence (Q96LD8 whole entry, looked up): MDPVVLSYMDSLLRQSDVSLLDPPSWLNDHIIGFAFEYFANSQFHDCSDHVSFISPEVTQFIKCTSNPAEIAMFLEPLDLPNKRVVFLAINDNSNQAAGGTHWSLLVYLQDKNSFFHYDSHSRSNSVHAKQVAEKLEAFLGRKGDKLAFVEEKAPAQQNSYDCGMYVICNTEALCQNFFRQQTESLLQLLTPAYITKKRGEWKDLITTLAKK
NR3A LBD binder: modulates the human NR3A ligand-binding domain; Tm shift relative to glycine control, % at 25 µM; NR3A LBD differential scanning fluorimetry, Tm shift; 0% = protein alone, 100% = glycine-bound protein; AID 1259313; hit rate 2.5% among 340,000;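 active = melting temperature shift of at least 10% of the positive control shift, at one fixed dose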
Active calls of the source: *; x = not tested or not shown. Rows were taken by chance; any-hit rate near 6.9%.

SMILES	HKDC1 inh	SENP6 block	ATG4B inhibitor	PfG6PD inh	MPTP block	SENP7 block	SENP8 block	NR3A LBD binder
CNS(=O)(=O)c1cn(CC(=O)NCc2ccccc2OC)cc1S(=O)(=O)NC	-1	-13	-3	3	-0.4	-10	7	1
C/C(=N/NC(=O)c1cccc(N2CCCC2=O)c1)c1ccncc1	-9	-6	-1	-2	-0.5	1	1	0
O=C(NCc1ccccc1)c1nncc(-c2ccccc2)n1	-8	4	-5	13	0.2	-3	36	-2
O=[N+]([O-])c1ccccc1CCc1ccccc1[N+](=O)[O-]	11	x	8	-10	1.6	x	26	0
CC(=N\O)/C(CN(C)C)=N/O	-7	1	6	-3	-3.8	9	14	0
CC1(C(=O)N2CC3(CC(c4cccc(NC(=O)CC(c5ccccc5)c5ccccc5)c4)=NO3)C[C@@H]2C(N)=O)CC1 (stereo partly drawn)	2	-22	-23	21	-2.2	1	19	-4
CCOC(=O)Nc1cccc(Cl)c1C	-4	-7	-3	8	-0.6	2	-6	-1
COc1ccc(C(=O)NCC(=O)N/N=C/c2c(C)[nH]c3ccccc23)cc1OC	-4	-2	-18	12	-0.7	5	13	-2
COc1ccc(-c2[nH]ncc2/C=N/NC(=O)c2ccncc2)c(OC)c1	-5	0	-2	1	2.8	8	-10	-2
CCOC(=O)N1CCC(N2CCCC(CO)(Cc3cccc(OC)c3)C2)CC1 (stereo not drawn)	-10	-5	-18	16	2.1	1	12	2
Cc1ccc(NC(=O)C2CCN(S(=O)(=O)c3cccs3)CC2)cc1C	6	-5	0	13	4.5	7	23	0
O=C(COC(=O)c1cccs1)Nc1nnc(-c2ccccc2)o1	-5	-1	2	-4	-0.8	4	-44	0
C[C@H](CCC(=O)O)[C@H]1CC[C@H]2[C@@H]3CC[C@@H]4C[C@H](O)CC[C@]4(C)[C@H]3CC[C@]12C	5	4	3	-31	-1.6	-7	64*	0
COc1nc(NCCc2ccc(OC)c(OC)c2)nc(NC(C)(C)CO)n1	-6	-10	-4	6	1.0	-7	24	-1
CCC(Cc1ccccc1)OC(=O)c1ccccc1C(=O)O (stereo not drawn)	-5	x	3	-1	-1.5	x	27	-2
O=C(O)c1c2c(nc3ccccc13)/C(=C/c1ccc(OC(F)F)cc1)CCC2	8	29	-2	-19	0.5	0	-276	2
CCOc1nc2c(c(=O)n(C)c(=O)n2C)n1Cc1ccccc1Cl	-4	-3	-4	0	5.9	0	9	-5
CCc1nc(CN2CCN(Cc3ccc(F)c(F)c3)C(CCO)C2)c(C)[nH]1 (stereo not drawn)	-7	-23	4	-5	1.3	0	-11	2
CSc1ccccc1OCc1cc(C(=O)NC(C)CCn2cccn2)no1 (stereo not drawn)	2	-9	19	1	1.1	7	7	1
COc1ccc(C(=O)Nc2nc(C)cc(C)n2)cc1	-1	-11	-2	-1	-0.2	-4	-7	0
CCN(CC(=O)Nc1cc(Cl)ccc1C)C(=O)COc1cccc2c1OC(C)(C)C2	-3	-3	6	8	-1.5	-2	9	6
N#CCCN(C(=O)c1ccc2c(=O)n3c(nc2c1)CCCCC3)c1ccccc1	-3	-8	-10	7	0.2	-10	16	1
Cc1c(NC(=O)c2ccc(NS(=O)(=O)c3ccccc3)cc2)c(=O)n(-c2ccccc2)n1C	-5	-4	1	4	-0.4	0	16	3
CC1CN(S(=O)(=O)c2ccc(NC(=O)c3ccco3)cc2)CC(C)O1 (stereo not drawn)	4	-14	-8	-22	-0.8	2	13	1
O=C(NN=C1CCCCCC1)c1ccc2c(c1)OCO2	-10	-7	-6	8	-1.0	7	11	-1

The listing continues.
SMILES	HKDC1 inh	SENP6 block	ATG4B inhibitor	PfG6PD inh	MPTP block	SENP7 block	SENP8 block	NR3A LBD binder
COC(=O)c1ccc(NC(=O)C2CCCN2S(=O)(=O)c2ccc(OC)cc2)cc1 (stereo not drawn)	-3	-4	-2	1	-1.2	1	41*	-1
CCN(CC(=O)NCc1cccs1)C(=O)c1ccccc1F	-10	8	-15	10	-0.8	9	4	-1
COc1ccc(NC(=O)c2cccc(N3C(=O)c4cccc([N+](=O)[O-])c4C3=O)c2)cc1	10	-7	-2	-8	-0.2	-7	5	-5
CNS(=O)(=O)c1ccc2ccccc2c1	-4	-1	-6	11	0.0	-4	12	0
Cc1ccc([N+](=O)[O-])cc1S(=O)(=O)NCCc1c(C)[nH]c2c(C)cccc12	-2	7	-14	9	1.6	-3	25	33*
CNC(=S)NNC(=O)c1cc(-c2cccnc2)nc2ccccc12	-2	0	-5	18	-1.0	-2	-25	0
CCOC(=O)Nc1nc(-c2ccc(F)cc2F)cs1	-6	1	0	3	1.0	12	18	-3
COc1ccc(OC)c(NC(=O)C2CCCN2S(=O)(=O)c2cccc3nsnc23)c1 (stereo not drawn)	-1	-3	2	-12	1.0	2	16	13*
OC(COC(c1ccccc1)c1ccccc1)CN1CCc2ccccc2C1 (stereo not drawn)	1	-3	21	4	12	0	10	0
Cc1cccc(NC(=S)NN2CCN(C)CC2)c1C	3	7	-7	2	-1.9	-14	16	-2
Cc1cc(C(=O)OCC(=O)NC2CCCC(C)C2C)c(C)o1 (stereo not drawn)	1	0	-1	-1	-1.0	4	3	1
CC(C(=O)OCC(=O)c1ccc(Br)cc1)N1C(=O)C2C3C=CC(C3)C2C1=O (stereo not drawn)	-2	-8	0	-1	-2.7	1	9	0
O=C(c1ccco1)N1CCN(C(=O)c2ccc(COc3ccc(F)cc3)o2)CC1	-2	-2	4	-3	1.1	9	20	-1
CS(=O)(=O)c1ccc(S(=O)CC(=O)Oc2ccc(Cl)cc2)c([N+](=O)[O-])c1 (stereo not drawn)	-3	9	-8	27	x	-3	x	0
O=S(=O)(c1ccccc1)n1nc(-c2ccccc2)nc1NCc1ccco1	3	0	2	3	4.6	-10	3	3
O=C(O)c1nn(-c2ccc(F)cc2)ccc1=O	-5	-3	-2	6	1.9	8	7	0
COc1ccc(CCN(C)CCC(=O)Nc2cccc(C)c2)cc1OC	-4	0	-4	2	0.9	4	4	0
Cc1ccsc1/C=N/NC(=O)c1cc(-c2ccncc2)nc2ccccc12	-5	-6	29	-2	-1.4	6	12	-3
COc1ccccc1NC(=S)N(Cc1ccccc1)Cc1cccnc1	-4	-10	-6	5	-0.4	-7	23	0
O=C(NN1C(=O)C2C3C=CC(O3)C2C1=O)c1cccc(O)c1 (stereo not drawn)	-8	-6	-1	7	6.8	-4	16	-8
COc1cc2cc(CN(CCN3CCOCC3)C(=O)Nc3ccc(F)cc3)c(=O)[nH]c2cc1OC	-7	21	-3	-4	-3.7	1	-393	-2
Cn1nc(-c2ccccc2)c2ncc(C(F)(F)F)cc21	-5	1	-4	-1	-0.9	-2	-367	-2
COc1ccc(S(=O)(=O)N(C)c2nc3ccccc3n3c(CC(C)C)nnc23)cc1	4	-7	8	-2	1.8	4	10	-3
CN1CCC(N(C)C(=O)c2cc(=O)c3ccccc3o2)CC1	1	5	-3	-2	-0.6	3	6	0
C/C(N)=C(/C#N)C(=O)CSc1nnnn1-c1ccccc1	-1	-10	0	3	1.0	2	24	0

Rewritten as labelled records: part of the list above
COc1ccc(CCN(C)CCC(=O)Nc2cccc(C)c2)cc1OC
  HKDC1 inh = -4 | SENP6 block = 0 | ATG4B inhibitor = -4 | PfG6PD inh = 2 | MPTP block = 0.9 | SENP7 block = 4 | SENP8 block = 4 | NR3A LBD binder = 0
Cc1ccsc1/C=N/NC(=O)c1cc(-c2ccncc2)nc2ccccc12
  HKDC1 inh = -5 | SENP6 block = -6 | ATG4B inhibitor = 29 | PfG6PD inh = -2 | MPTP block = -1.4 | SENP7 block = 6 | SENP8 block = 12 | NR3A LBD binder = -3

More entries follow.
SMILES	HKDC1 inh	SENP6 block	ATG4B inhibitor	PfG6PD inh	MPTP block	SENP7 block	SENP8 block	NR3A LBD binder
O=C(O)C(c1cccs1)C1(O)CCCCC1 (stereo not drawn)	-7	x	-1	1	0.3	x	1	2
Oc1ccc(/C=N/Nc2ccc(C(F)(F)F)cn2)cc1	-1	-6	-9	25	4.2	0	-322	26*
COc1ccc(NC(=O)CSC(C)c2nc3ccccc3c(=O)[nH]2)cc1 (stereo not drawn)	-4	0	-5	20	-0.5	-5	-4	2
Cc1cc(C)nc(NC(=O)Nc2ccccc2C(F)(F)F)n1	-8	5	-2	10	0.8	3	0	-1
O=C(C1=NNCC1c1ccccc1)C1OC1c1ccccc1 (stereo not drawn)	-2	-6	-6	8	2.5	5	13	1
CCc1ccc(OCC(=O)NNC(=O)Cc2c(F)cccc2Cl)cc1	-3	-20	3	-3	-0.4	10	8	2
Cc1ccc(S(=O)(=O)NCCCCCC(=O)Nc2c(C)n(C)n(-c3ccccc3)c2=O)cc1	-7	-5	-13	-12	-3.3	5	7	1
N#Cc1c2n(c3c(=O)n(CC(=O)c4ccc([N+](=O)[O-])cc4)cnc13)CCCCC2	-6	9	5	-5	0.2	3	14	-2
COc1ccccc1N1C(=O)Cc2ccccc2C1=O	-1	69*	-4	-16	-0.4	40	90*	1
CC(C)C(OC(=O)CCC(=O)Nc1nccs1)C(=O)NC1CCCCC1 (stereo not drawn)	6	-12	-2	-20	-0.4	-4	9	0
O=C1CC[C@@H]2CC(N3CCN(c4ccccc4)CC3)C[C@@H]3CCN1[C@H]23 (stereo partly drawn)	-9	x	2	-10	-0.4	x	14	-5
COc1ccc(NC(=O)c2cc(=O)c3ccccc3o2)cc1Cl	-2	15	-1	4	0.2	3	4	2
COc1cc(C)ccc1OCCOc1c(C)cccc1Cl	9	-14	21	19	1.0	3	13	3
Cc1ccc(/C=N/N2CCN(C3c4ccccc4-c4ccccc43)CC2)s1	-7	-22	9	-8	2.9	4	18	2
COC(=O)C(NS(=O)(=O)c1ccc(N2CCCC2=O)cc1)c1ccccc1 (stereo not drawn)	-2	10	8	1	-0.7	0	1	0

Look-ups from above:
Value for COc1cc(C)ccc1OCCOc1c(C)cccc1Cl under ATG4B inhibitor: 21
Value for COc1ccc(NC(=O)CSC(C)c2nc3ccccc3c(=O)[nH]2)cc1 (stereo not drawn) under PfG6PD inh: 20
Value for COc1ccccc1N1C(=O)Cc2ccccc2C1=O under NR3A LBD binder: 1
Value for N#Cc1c2n(c3c(=O)n(CC(=O)c4ccc([N+](=O)[O-])cc4)cnc13)CCCCC2 under SENP7 block: 3
Value for COC(=O)C(NS(=O)(=O)c1ccc(N2CCCC2=O)cc1)c1ccccc1 (stereo not drawn) under MPTP block: -0.7
Value for O=C(C1=NNCC1c1ccccc1)C1OC1c1ccccc1 (stereo not drawn) under SENP6 block: -6
Value for COc1ccc(NC(=O)c2cc(=O)c3ccccc3o2)cc1Cl under SENP7 block: 3
